# BAZ2B inh: blocks human BAZ2B; Q9UIF8; AlphaScreen BAZ2B-H3K14Ac peptide displacement; Potency, µM (doses to about 114 µM), for the others: top-dose activity change, negative = inhibition, usual class: inhibitors; 360,000 tested, 4.4% active; AID 504333; also: potency is read from the fitted curve at half-maximal effect; % is scaled to controls: 0 for no effect and ±100 for the full control effect; nearly all actives have a fitted effect of over 60% in size
#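 BAZ2B (50 nM) with biotin-H3(5-23)K14Ac peptide (50 nM) in PBS pH 7.4, 0.01% Tween-20, preformed 30 min, then compound 30 min at room temperature; top concentration 110uM. AlphaScreen streptavidin donor/nickel chelate acceptor beads (10 ug/mL final), 20 min dark, signal read.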
# Pol eta inh: inhibitors of human DNA polymerase eta; Q9Y253; recombinant Pol eta, fluorescent DNA replication assay; Potency, µM (doses to about 114 µM), for inactives: top-dose activity change, negative = inhibition, most hits filed as inhibitors; 390,000 tested, 1.2% active; AID 588591; also: potency is read from the fitted curve at half-maximal effect; % is scaled to controls: 0 for no effect and ±100 for the full control effect
#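 Pol eta (10 nM) was preincubated with compounds for 15 min at room temperature, after which fluorescent replication substrate (50 nM final) was added to start the reaction. Fluorescence was read kinetically at 0 and 10 min.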
# Pin1 inh: human Pin1 inhibition; Q13526; Pin1 FP peptide displacement, HiFluor488, 10 min; Potency, µM (highest dose often 115 µM), for the others: top-dose activity, negative = inhibition, most hits filed as inhibitors; 390,000 tested, 0.009% active; AID 504891; active = well fitted inhibition curve with a large enough effect in the polarisation, with a control signal flat, not every such curve was filed as active; inconclusive = small, poorly fitted or top-dose-only effect, or effect the other way, or a change in a side signal; inactive = no such curve, though single readings can be large or run the other way; the % refers to the polarisation; also: potency is read from the fitted curve at half-maximal effect; % is scaled to controls: 0 for no effect and ±100 for the full control effect
# JMJD2A Tudor inh: inhibitors of human JMJD2A Tudor domain; AlphaScreen JMJD2A-Tudor / H3K4me3 peptide binding; Potency, µM (titrated, usually from 114 µM), for the others: at the top dose activity change, negative = inhibition, most hits filed as inhibitors; 390,000 tested, 4.4% active; AID 504339; also: potency is read from the fitted curve at half-maximal effect; % is scaled to controls: 0 for no effect and ±100 for the full control effect; nearly all actives have a fitted effect of over 50% in size
# GLS inhibitor: inhibitors of human glutaminase (GLS); Potency, µM (doses to about 45.5 µM), inactives show at the top dose activity change, negative = inhibition, usual class: inhibitors; AID 624170; O94925; GLS enzymatic activity, qHTS titration; 410,000 tested, 0.21% active; also: potency is read from the fitted curve at half-maximal effect; % is scaled to controls: 0 for no effect and ±100 for the full control effect
# Target sequence (O94925 whole entry, looked up): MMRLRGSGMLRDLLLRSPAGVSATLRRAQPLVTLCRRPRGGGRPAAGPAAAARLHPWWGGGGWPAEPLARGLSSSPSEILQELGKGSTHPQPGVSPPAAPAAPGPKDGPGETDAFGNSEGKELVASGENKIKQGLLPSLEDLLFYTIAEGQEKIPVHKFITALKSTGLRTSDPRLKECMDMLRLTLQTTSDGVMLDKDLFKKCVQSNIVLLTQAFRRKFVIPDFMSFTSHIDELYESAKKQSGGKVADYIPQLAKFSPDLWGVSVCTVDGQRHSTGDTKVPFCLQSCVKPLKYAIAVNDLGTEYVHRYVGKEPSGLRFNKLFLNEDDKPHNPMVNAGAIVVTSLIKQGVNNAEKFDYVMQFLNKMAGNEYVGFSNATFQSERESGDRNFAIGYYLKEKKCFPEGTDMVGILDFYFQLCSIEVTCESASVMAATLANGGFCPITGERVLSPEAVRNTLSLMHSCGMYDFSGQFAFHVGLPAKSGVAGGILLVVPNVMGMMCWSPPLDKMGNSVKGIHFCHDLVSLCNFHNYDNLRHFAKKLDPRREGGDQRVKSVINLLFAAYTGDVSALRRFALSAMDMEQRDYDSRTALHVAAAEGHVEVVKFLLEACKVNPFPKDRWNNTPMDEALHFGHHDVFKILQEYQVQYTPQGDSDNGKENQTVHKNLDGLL
#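 hKGA in 45 mM KH2PO4 (pH 8.2), 0.02% Tween-20 with compound, then 1mM L-Glutamine (stock as added) plus glutamate oxidase/HRP/Amplex red coupling mix. Fluorescence read initially and after 30 min at RT; signal change reflects glutamate formation.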
# G9a inh: G9a (human) methyltransferase inhibition; Q96KQ7; AID 504332; G9a H3K9 monomethylation, AlphaScreen, 2 h; 350,000 tested, 8.8% active; Potency, µM (doses to about 102 µM), for inactives: at the highest dose activity, negative = inhibition, most hits filed as inhibitors; also: potency is read from the fitted curve at half-maximal effect; % is scaled to controls: 0 for no effect and ±100 for the full control effect; nearly all actives have a fitted effect of over 75% in size
# Target sequence (Q96KQ7 913-1193 limits assumed): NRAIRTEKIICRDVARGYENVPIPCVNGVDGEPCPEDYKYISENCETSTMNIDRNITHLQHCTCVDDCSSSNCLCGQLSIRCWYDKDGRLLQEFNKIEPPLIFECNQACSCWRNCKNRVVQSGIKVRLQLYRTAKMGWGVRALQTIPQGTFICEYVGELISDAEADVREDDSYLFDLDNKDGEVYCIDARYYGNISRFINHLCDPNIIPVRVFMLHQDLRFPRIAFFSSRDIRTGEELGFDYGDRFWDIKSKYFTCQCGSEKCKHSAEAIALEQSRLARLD
#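 G9a (20 nM) was preincubated 15 min with compound, then reacted 2 h at room temperature with 500 nM biotin-H3K9 peptide and 20 µM SAM. Monomethyl-H3K9 detected by AlphaScreen using anti-H3K9me1 antibody.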
# Tb PGK inh: T. brucei PGK inhibition. 380,000 tested, 0.043% active. Potency, µM (titrated, usually from 57.5 µM), without a hit: at the highest dose activity change, negative = inhibition, hits mostly inhibitors. PGK/GAPDH coupled, Kinase-Glo luminescence, 60 min. AID 602233; also: potency is read from the fitted curve at half-maximal effect; % is scaled to controls: 0 for no effect and ±100 for the full control effect; nearly all actives have a fitted effect of over 60% in size
#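 Luminescent ATP detection (Kinase-Glo Plus) follows a 60-minute room-temperature incubation, with wells lacking PGK as controls. Buffer: 100 mM TEA (pH 7.6), 5 mM MgCl2, 0.01% Tween-20. Coupling enzyme GAPDH (100 nM final) supplies unstable 1,3-BPG in-well.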
# PI4K2A inh: blocks human PI4K2A kinase activity. activity change, negative = inhibition, % at 76.9 µM. 420,000 tested, 0.13% active. purified PI4K2A, ADP-Glo luminescence, 1 h; stronger effect = lower value; in the data active = activity change below about -50%; inconclusive = mostly about -30% to -49%;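 also: -100% = wells without enzyme as full effect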
#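 Compounds are screened against recombinant PI4K2A using PI as substrate and ATP, the latter dispensed at 300 microM. Reactions run one hour at ambient temperature before ADP-Glo detection; full inhibition defined by wells lacking enzyme.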
# HP1b chromo inh: HP1-beta chromodomain-methylated histone interaction inhibition; P83916; AlphaScreen HP1-beta / biotin-H3K9me3 peptide binding; Potency, µM (highest dose often 114 µM), for the others: at the top dose activity change, negative = inhibition, most hits filed as inhibitors; 390,000 tested, 0.56% active; AID 540317; also: potency is read from the fitted curve at half-maximal effect; nearly all actives have a fitted effect of over 70% in size; inactives centre near 23
#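 AlphaScreen: HP1-beta (50 nM) preformed 30 min with biotin-H3(1-18)K9me3 peptide (50 nM) in PBS pH 7.4, 0.01% Tween-20. Compound added for 30 min at RT, then streptavidin donor/nickel chelate acceptor beads (10 ug/mL) for 30 min.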
# Active calls of the source: *; i = inactive; ? = inconclusive; nt = no result given; & = joins results of further samples; [ ] = another dose, or the depositor's remark. Unless noted, calls follow the shape of the dose curve; as a rule, active = well fitted curve in the direction sought with a large enough effect; inconclusive = small, poorly fitted or top-dose-only effect, or another doubt; inactive = no such curve, though single readings can be large; an effect the other way counts as inactive or inconclusive.
SMILES,BAZ2B inh,Pol eta inh,Pin1 inh,JMJD2A Tudor inh,GLS inhibitor,G9a inh,Tb PGK inh,PI4K2A inh,HP1b chromo inh
Cn1c(=O)cc(OCCCC(=O)NC2CCCC2)c2ccccc21,-26%,-7%,0%,-11%,4%,?,-3%,1,10%
Cn1c(=O)oc2cc(S(=O)(=O)N3CCCC(C(=O)NCCc4ccccc4)C3)ccc21 (stereo not given),0%,-16%,5%,-2%,-1%,2%[59 µM],7%,-4,40%
CCOc1ccc(NC(=O)CN2CCSc3ccc(S(=O)(=O)N4CCCC4)cc32)cc1,-24%,-9%,16%,-27%,-2%,-29%[59 µM],2%,-1,4%[57 µM]
COc1ccc(NC2CCCN(C(=O)CCCN3CCCCC3=O)C2)cc1 (stereo not given),-9%,-14%,0%,-18%,13%,nt,-8%,6,26%
O=S(=O)(c1ccccc1)c1cc(O)ccc1O,-10%,-18%,-2%,-8%,?,50µM*,i,2,-26%
COc1cccc(CN2CCCN(Cc3ccc(F)cc3)S2(=O)=O)c1,67%[activator],5%,9%,70%[activator],3%,?,3%,2,106%[activator]
CSc1ccc(CN2CCC(n3nccc3NC(=O)CCCc3ccccc3)CC2)cc1,-26%,1%,-2%,-24%,5%,3%,-3%,3,28%
COc1ccc(NC(=O)/C=C/c2cccc(F)c2)cn1,-5%,-3%,?,-30%,3%,2%[59 µM],i,0,9%
COc1cc(N)ccc1NC(=O)c1cccs1,6%,-9%,0%,-33%,33%[activator],8.9µM*,5%,0,31%
CCOC(=O)c1cccc(NC(=O)C(Cc2ccccc2)NS(=O)(=O)c2cccc3nsnc23)c1 (stereo not given),nt,-16%,10%,-26%,-4%,-35%[59 µM],i,-2,28%
CC(C)C(NC(=O)C1CCCCC1)C(=O)NCc1ccccn1 (stereo not given),11%,-8%,2%,-3%,0%,11%,i,3,24%
CCN1CCN(C(c2cccs2)C(C)NC(=O)c2ccccc2)CC1 (stereo not given),3%,-14%,-7%,-11%,-5%,-10%[59 µM],-2%,4,19%
CCc1c(C)nn(C(=O)/C(C#N)=C\N(C)C)c1C,-17%,-7%,-7%,-5%,-3%,-15%,-1%,15,48%[activator]
CC(C)(C)C1C=C(Sc2ccccc2)C(=O)O1 (stereo not given),1%,-11%,-9%,5%,-3%,2%[59 µM],0%,-1,68%[activator]
COc1ccc(CNS(=O)(=O)c2cc(OCC(N)=O)c(C)cc2Cl)cc1,-1%,-6%,4%,5%,0%,-9%[59 µM],i,3,27%
Cc1cccc(C(=O)Nc2sc3c(c2C(=O)O)CCC3)c1,-17%,-20%,-3%,-31%,13%,nt,-5%,-6,25%
O=C(N/N=C/C(c1ccccc1)c1ccccc1)c1ccccc1F,7%,-4%,0%,-8%,5%,7%[59 µM],5%,5,43%[activator]
C#CCCc1cscc1/C=[N+](\[O-])c1ccc(C(=O)OCC)cc1,-33%,-5%,0%,50µM*,?,7%[0.501 µM],1%,-1,?
CCn1nc(C)c(CNC(=O)CC2C(=O)NCCN2CC(C)C)c1C (stereo not given),-34%,-6%,-14%,-7%,1%,?,-10%,-26,20%[57 µM]
CNC[C@@H]1Oc2cc(Br)ccc2S(=O)(=O)N([C@H](C)CO)C[C@H]1C,nt,-19%,nt,nt,-5%,nt,-4%,3,nt
O=C(NCc1ccc2c(c1)OCO2)C1CCCN(S(=O)(=O)c2cccnc2)C1 (stereo not given),8%,-12%,-6%,8%,1%,-18%,4%,0,14%
CCN(CC)S(=O)(=O)c1cc(NC(=O)CNc2c(C)n(C)n(-c3ccccc3)c2=O)ccc1C,nt,-12%,3%,-1%,3%,15%,-9%,-1,22%
CCOc1ncccc1C(=O)Nc1ccc(F)c(F)c1,-6%,-9%,3%,4%,-4%,71%[activator],-5%,10,54%[activator]
COc1cccc(-c2nc(CS(=O)CC(=O)NCc3ccc4c(c3)OCO4)c(C)o2)c1 (stereo not given),-29%,-4%,-1%,-24%,6%,50µM*,-5%,-3,15%
COc1ccc(-c2ccc(=O)n(Cc3ccc([N+](=O)[O-])cc3)n2)cc1,-34%,-11%,-3%,-27%,14%,3%[59 µM],-1%,12,6%[57 µM]
CCc1ccc(CN(C)C(=O)c2cc(COc3cncc(Cl)c3)on2)cc1,nt,-20%,nt,nt,-3%,nt,i,3,nt
COC(=O)CN1C(=S)N(Cc2ccccc2)C(=O)C1CC(=O)Nc1ccc(OC)cc1 (stereo not given),?,-4%,-4%,-1%,-1%,-45%[59 µM],4%,-3,30%
CS(=O)(=O)N(Cc1ccccc1)c1ccc(C(=O)NCC2CCCO2)cc1 (stereo not given),-8%,-7%,1%,-9%,-3%,3%[12.7 µM],-3%,2,49%[activator]
C[C@@H]1OC(Nc2ccc(N=Nc3ccccc3)cc2)[C@H](O)[C@H](O)[C@H]1O (stereo not given in full),?,-11%,-1%,?,0%,nt,-1%,-8,-23%
CCC(=O)Nc1cc(OC)c(NC(=S)Nc2ccccc2CC)cc1OC,nt,1%,nt,nt,21%,nt,-3%,-9,nt
S=C(Nc1ccccc1)N1CCCCCC1,-2%,-6%,-1%,2%,19%,-30%[0.501 µM],-8%,-7,21%
O=C(N=Nc1c(O)[nH]c2ccccc12)c1ccc2c(c1)OCO2,1%,1%,-4%,-16%,0%,1%,-16%,-1,27%
N=c1c(S(=O)(=O)c2ccc(F)cc2)cc2c(=O)n3ccccc3nc2n1CC1CCCO1 (stereo not given),-16%,-8%,0%,-6%,-1%,-4%,-11%,-1,84%[activator]
CCn1c(SCC(=O)Nc2ccc3c(c2)OCO3)nnc1-c1ccccc1O,-3%,-9%,-2%,-32%,48%[activator],-45%[2.33 µM],-8%,0,36%
CCn1c(Cc2ccc(OC)cc2)nnc1SCC(=O)Nc1cccc(C(=O)OC)c1,7%,-24%,-6%,-26%,-1%,-19%[59 µM],-4%,5,14%
CCOc1ccc2nc(NC(=O)c3ccco3)sc2c1,?,-28%,2%,-11%,-2%,nt,-19%,-9,37%
O=C(Cc1ccccc1Cl)N1CCN(c2ccccn2)CC1,-13%,-8%,-2%,-6%,0%,-13%,-8%,2,8%
Cc1oc(-c2ccccc2Cl)nc1CS(=O)CC(=O)NC1CC1 (stereo not given),-3%,-12%,-1%,23%,3%,-2%,i,0,60%[activator]
COC[C@H](NS(=O)(=O)c1ccc(Br)cc1F)[C@@H](O)c1ccccc1,nt,-10%,nt,nt,-2%,nt,11%,0,nt
CCCNc1nc2c(c(=O)[nH]c(=O)n2C)n1CCCc1ccccc1,13%,-15%,-6%,-7%,1%,-1%[59 µM],2%,5,23%
CCOc1ccc(N(C(=O)c2snc(C(N)=O)c2N)C(C(=O)NCC2CCCO2)c2ccc(C)o2)cc1 (stereo not given),-35%,-21%,0%,-18%,-3%,?,1%,1,4%
COc1ccc2c(c1)c1c(c(=O)n(Cc3ccccc3)c(=O)n1CC(=O)NCc1ccccc1Cl)n2C,1%,-17%,2%,6%,-1%,-5%[59 µM],-6%,5,36%
Cc1cccc(CCN2C(N(C)C)=NC[C@@H]2Cc2ccccc2)c1,nt,-4%,1%,-15%,0%,nt,-1%,2,42%[activator]
COc1ccc(NC(=O)C[C@H]2C(=O)N(Cc3ccccc3)C[C@@H]2Cc2ccccc2)cc1,nt,-17%,nt,nt,0%,nt,8%,-1,nt
CN(C(=O)c1ccccc1Cl)c1ccccc1,1%,-3%,-6%,-2%,0%,-13%[59 µM],1%,-1,35%
Cc1ccc(Cn2ccsc2=NC(=O)CCl)cc1,-2%,2%,0%,8%,-2%,-31%,4%,2,40%[activator]
O=C(Cc1cc(=O)[nH][nH]1)N/N=C/C(Cl)=C/c1ccccc1,-39%,?,?,?,27%&26%,19%,-8%&-2%,5&-13,10%&11%
CC(C)(C)OC(=O)C[C@H]1C/C=C\C[C@@H](CC(=O)N(CCO)Cc2ccccc2)C(=O)N[C@@H](c2ccccc2)COC1=O,nt,-1%,-6%,-20%,2%,nt,-7%,-2,-19%
COc1ccc(CCCc2nnc(SCC(=O)Nc3cccc(C)c3)o2)cc1C,9%,-20%,10%,-4%,-8%,-38%[59 µM],i,-2,56%[activator]
COC(=O)c1ccc(COC(=O)C2CCN(S(=O)(=O)c3c(Cl)cccc3Cl)CC2)o1,2%,-15%,11%,-3%,7%,35µM*,9%,0,29%
O=[N+]([O-])c1cc(S(=O)(=O)Nc2cccc(Cl)c2)ccc1N/N=C/c1ccc(N2CCOCC2)cc1,?,-4%,-6%,-32%,11%,?,4%,-2,0%
COc1ccc(C(C#N)C2(C)OCCO2)cc1OC (stereo not given),-17%,-6%,-14%,-5%,1%,-39%[12.7 µM],-2%,-3,38%
CN(CC(=O)Nc1ccccc1Cl)C(=O)Cn1cnc2ccc(Cl)cc2c1=O,-9%,1%,3%,?,8%,-2%[12.7 µM],3%,-1,14%

# Results in G9a inh and GLS inhibitor, for some of the entries so far:
mol	G9a inh	GLS inhibitor
O=C(Cc1cc(=O)[nH][nH]1)N/N=C/C(Cl)=C/c1ccccc1	19%	27%&26%
CC(C)(C)OC(=O)C[C@H]1C/C=C\C[C@@H](CC(=O)N(CCO)Cc2ccccc2)C(=O)N[C@@H](c2ccccc2)COC1=O	nt	2%

# Compound activity: PubChem, National Center for Advancing Translational Sciences (NCATS)

# This is a subset (hit frequency here may not be typical).
